CHRM5 PAM = CHRM5 positive allosteric modulation | activation, % at 3 µM | P08912 | AID 624038 | actives 0.3% (n = 360,000) | CHO-K1 hM5, Fluo-8 calcium, ACh EC20 PAM; 0% = ACh EC20, 100% = ACh EC100;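 active = activation above the run cutoff, the mean activation of all test compounds plus 3 SD, cut at about 18% in these data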
Target sequence (P08912 whole entry, looked up): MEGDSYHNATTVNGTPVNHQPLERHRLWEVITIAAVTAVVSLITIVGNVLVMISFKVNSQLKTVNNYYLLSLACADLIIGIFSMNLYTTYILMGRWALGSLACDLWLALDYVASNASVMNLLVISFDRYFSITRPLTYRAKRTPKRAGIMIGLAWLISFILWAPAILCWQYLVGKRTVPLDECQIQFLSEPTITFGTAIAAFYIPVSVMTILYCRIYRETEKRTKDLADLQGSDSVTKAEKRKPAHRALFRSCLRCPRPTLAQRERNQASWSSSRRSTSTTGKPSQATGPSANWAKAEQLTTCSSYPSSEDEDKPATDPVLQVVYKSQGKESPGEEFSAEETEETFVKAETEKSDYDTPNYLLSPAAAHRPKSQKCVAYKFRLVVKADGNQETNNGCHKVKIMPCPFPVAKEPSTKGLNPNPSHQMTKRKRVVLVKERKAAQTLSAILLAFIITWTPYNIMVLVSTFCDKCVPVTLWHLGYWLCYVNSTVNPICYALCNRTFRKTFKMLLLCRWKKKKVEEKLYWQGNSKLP
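system = human M5 receptor in CHO-K1 cells | compound = one concentration, 3 µM final (nominal) | schedule = Post-acetylcholine fluorescence recording 140 s | signal = Fluo-8 calcium dye fluorescence, kinetic read | benchmarks = low control EC20 acetylcholine (0%), high control EC100 acetylcholine (100%) | repeats = singlicate, one well per test compound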
TAAR1 agonist = human TAAR1 agonism. activation, % at 3 µM. CHO RD-HGA16 TAAR1, Fluo-8 calcium fluorescence; vehicle wells 0%, saturating PEA agonist 100%. actives 0.99% (n = 360,000);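 active = activation above the mean activation of all test compounds in the run plus 3 SD, cut at about 38% in these data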
Target sequence (Q96RJ0 whole entry, looked up): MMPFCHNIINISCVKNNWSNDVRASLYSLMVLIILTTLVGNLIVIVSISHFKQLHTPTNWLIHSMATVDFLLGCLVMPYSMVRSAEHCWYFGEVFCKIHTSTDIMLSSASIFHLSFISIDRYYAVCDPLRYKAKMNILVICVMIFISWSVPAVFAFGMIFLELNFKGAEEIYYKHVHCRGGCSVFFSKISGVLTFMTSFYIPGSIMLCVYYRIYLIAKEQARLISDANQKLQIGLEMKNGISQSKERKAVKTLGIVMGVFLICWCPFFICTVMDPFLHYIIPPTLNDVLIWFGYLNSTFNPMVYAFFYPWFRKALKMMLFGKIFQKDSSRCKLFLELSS
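Repeats: no replicates (n 1) | Material: CHO-derived RD-HGA16 cells with stable Gα16 and human TAAR1 | Technique: Kinetic Fluo-8 calcium fluorescence | Schedule: 17-24 h seeding, 75 min 37 °C dye, 30 min RT | Evaluation: % activation from peak over basal fluorescence ratio, DMSO-to-PEA scaled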
M1 ag = agonists of human M1 muscarinic receptor; P11229; CHO-K1 hM1, Fluo-8 calcium fluorescence, agonist mode; 0% DMSO, 100% acetylcholine EC100; activation, % at 3 µM; actives 0.33% (n = 360,000); AID 588814;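 active = activation above the run's mean compound activation plus 3 SD, cut at about 16% in these data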;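 also: peak over basal fluorescence ratio within a 140 s kinetic read after compound addition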
M4 ag = CHRM4 agonism in calcium assay; P08173; CHO-K1 hM4/Gqi5, Fluo-8 calcium fluorescence; vehicle 0%, full acetylcholine response 100%; activation, % at 3 µM; actives 0.14% (n = 360,000); AID 624127;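 active = activation above the run mean over all test wells plus 3 SD, cut at about 32% in these data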;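 also: peak over basal fluorescence ratio per well then scaled between controls; 0% = DMSO wells and 100% = acetylcholine at EC100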
CHRM5 antagonist = antagonists of human muscarinic M5 receptor (CHRM5); CHO-hM5 cells, Fluo-8 calcium fluorescence, ACh EC80; inhibition, % at 3 µM; actives 0.59% (n = 360,000); AID 624040;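 active = inhibition above a per-plate cutoff, the mean of that plate's test compounds plus 3 SD, cut at about 27% in these data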;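 also: 0% = acetylcholine EC80 with DMSO and 100% = DMSO without agonist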
M1 antag = blocks human M1 muscarinic receptor; actives 1.3% (n = 360,000); inhibition, % at 3 µM; P11229; CHO-K1 hM1, Fluo-8 calcium fluorescence, ACh EC80 antagonist; AID 588852;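 active = percent inhibition above its own plate's cutoff, namely the mean of that plate's compound wells plus 3 SD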;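 also: peak over basal fluorescence ratio during 140 s after agonist addition; 0% = ACh EC80 plus DMSO and 100% = DMSO alone without agonist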
M1 PAM = potentiates human M1 receptor response to acetylcholine; CHO-K1 hM1, Fluo-8 calcium fluorescence, ACh EC20; 0% = ACh EC20, 100% = maximal ACh; activation, % at 3 µM; actives 0.088% (n = 360,000); AID 588819; in the data active = activation above about 19%, passing the limit was not always enough
M4 antag = antagonists of human muscarinic M4 receptor (CHRM4); CHO-hM4 cells, ACh EC80, Fluo-8 calcium fluorescence; inhibition, % at 3 µM; actives 0.73% (n = 360,000);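 active = inhibition above its plate's cutoff, the mean inhibition of sample wells plus 3 SD, cut at about 27% in these data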;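 also: 0% = acetylcholine EC80 with DMSO and 100% = DMSO without agonist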
M5 ag = agonists of human muscarinic M5 receptor (CHRM5) | P08912 | CHO-K1 hM5 cells, Fluo-8 calcium fluorescence; 0% DMSO wells, 100% maximal acetylcholine response | activation, % at 3 µM | actives 0.19% (n = 360,000);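 active = activation above the run's mean over test compounds plus 3 SD, cut at about 23% in these data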;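 also: signal is peak over basal fluorescence ratio across the kinetic read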
Numbers without * were called inactive; / = not tested or not shown.

SMILES | CHRM5 PAM | TAAR1 agonist | M1 ag | M4 ag | CHRM5 antagonist | M1 antag | M1 PAM | M4 antag | M5 ag
COc1ccc(C(=O)NCC(=O)OCC(=O)N2N=C(c3ccc(Cl)cc3)CC2c2ccco2)cc1OC (centres undefined) | -2 | 8 | -4 | 8 | -18 | -8 | 8 | -11 | 0
O=C(CN1CCOCC1)Nc1ccc(S(=O)(=O)N2CCCCCC2)cc1 | 1 | 16 | -5 | 0 | 2 | 12 | -4 | 1 | 1
CC1=NOC(=O)/C1=C/c1ccc(O)c(Cl)c1 | -1 | 3 | -4 | 0 | 3 | -21 | 20 | -5 | -1
Cc1cc2c(cc1S(N)(=O)=O)S(=O)(=O)CCC2 | -2 | 1 | -3 | 1 | 2 | -20 | 5 | -21 | 0
CC(OC(=O)Cc1n[nH]c(=O)c2ccccc12)C(=O)Nc1cccc([N+](=O)[O-])c1 (centres undefined) | 16 | 0 | -5 | 3 | -2 | -3 | 10 | -14 | 7
CCn1c(/C=C/Nc2ccccc2)[n+](CC)c2cc(Cl)c(Cl)cc21 | -2 | 5 | -10 | 1 | 0 | 5 | -3 | 1 | -5
S=C(NC1CCCCC1)NN1CCOCC1 | -7 | 3 | -4 | 2 | 14 | -7 | 7 | -7 | -4
CCC(=O)N1CCc2cc(S(=O)(=O)N(C)c3ccc(Br)cc3)ccc21 | 0 | 3 | -5 | 0 | 6 | -19 | 16 | -8 | -3
O=[N+]([O-])c1cccc(Oc2cnccn2)c1 | 3 | -4 | -3 | 1 | -1 | -7 | 10 | -5 | -3
COC(=O)/C=C1/SC(=NC(=O)c2ccc(F)cc2)NC1=O | 3 | 0 | -3 | -2 | 3 | -8 | 4 | 5 | 2
COc1ccc(NC(=O)CN2CCN(c3ccccc3F)CC2)cc1 | 4 | 4 | -3 | 0 | -6 | -11 | -1 | -9 | -2
CCOC(=O)C1=C(CSc2nc(-c3ccccc3)ccc2C#N)OC(N)=C(C#N)C1c1ccccc1 (centres undefined) | -1 | 3 | 2 | 4 | 12 | 5 | 0 | 6 | -1
CC(C(=O)N1CCN(c2ccccc2)CC1)c1ccc([N+](=O)[O-])cc1 (centres undefined) | -3 | 5 | 3 | 2 | 4 | -14 | 10 | 3 | 2
O=C(Nc1ccccc1)c1ccc(COc2ccccc2)cc1 | 0 | -1 | -6 | 1 | 0 | -1 | 4 | 2 | 0
Cc1ccc(OCC(=O)NCCNC(=O)c2cnccn2)cc1 | -1 | 3 | -1 | 1 | 8 | -4 | 0 | 0 | -1
CCOC(=O)Cc1cc(=O)n2[nH]c(C)c(-c3ccccc3)c2n1 | 4 | 10 | -1 | -1 | 11 | 1 | -4 | 1 | -3
CCn1c2ccccc2c2cc(NC(=O)c3ccccc3[N+](=O)[O-])ccc21 | -1 | 0 | -10 | 1 | 0 | -2 | -1 | 5 | -3
CCOC(=O)N1CCC(N2Cc3cccc(C(=O)O)c3C2=O)CC1 | -12 | 1 | -3 | 17 | 10 | 11 | -8 | -10 | 4
COc1ccc(CCNC(=O)COc2ccc(C)nc2[N+](=O)[O-])cc1 | 4 | 15 | -2 | 0 | 6 | -1 | 9 | 1 | -2
O=C(O)c1nn(CCOc2cccc(Cl)c2)c(=O)c2ccccc12 | -5 | 2 | 3 | 2 | 13 | 2 | 0 | -4 | 2
COc1cc2c(cc1OC)[C@@H](NC(=O)c1ccc(C(F)(F)F)cc1)[C@H](OCc1ccccc1)C2 | -1 | 0 | -3 | 1 | 1 | -16 | 7 | -10 | -1
CCOc1ccc(NC(=O)Cc2ccc(S(=O)(=O)N3CCOCC3)s2)cc1OCC | 1 | 0 | -1 | 4 | 5 | -7 | 13 | 0 | -1
COc1ccc(NC(=O)C2(N(CC(C)C)C(=O)Cn3nnnc3N)CCCCC2)cc1 | -10 | 2 | -4 | 1 | 2 | 11 | -5 | 0 | -2
Cc1nsc(Nc2ccc([N+](=O)[O-])cc2)c1C#N | -7 | 13 | 3 | 5 | -6 | -10 | 7 | 0 | 5
Cc1ccc2c(Cl)c(C(=O)NCC(c3ccco3)N3CCCC3)sc2c1 (centres undefined) | -12 | 4 | -13 | -1 | 27* | 9 | -15 | 3 | -8
CC1=C(C(=O)Nc2ccc(Cl)cc2C(=O)N2CCC(C(N)=O)CC2)SCCO1 | -5 | 0 | -3 | 1 | 12 | -1 | -1 | 3 | -4
Cc1ccc(NC(=O)Cn2ccc([N+](=O)[O-])n2)cc1Cl | -5 | 4 | -5 | 5 | 5 | 2 | 1 | -9 | 3
O=C(OC1CCOC1=O)c1cccc(S(=O)(=O)Nc2ccc(F)cc2)c1 (centres undefined) | -5 | 1 | -5 | 2 | 0 | 4 | -2 | 8 | 3
O=C(c1ccc(S(=O)(=O)Nc2cccc(C(F)(F)F)c2)cc1)N1CCC1 | -5 | 6 | 2 | 6 | 14 | 0 | 7 | -10 | 1
COc1ccccc1N1CCN(Cc2cc(=O)c(OCC(=O)NC3CCCC3)co2)CC1 | -5 | 2 | -3 | 0 | 9 | 1 | 0 | -2 | -2
O=CNc1ccc(S(=O)(=O)NCc2ccccc2)cc1 | 1 | 1 | -2 | 1 | 0 | -3 | 6 | 1 | 0
CC(C)n1cnc2c(NCc3ccccc3)cc(N[C@H](C)CO)cc21 | -7 | / | -9 | 3 | 16 | 9 | -6 | 7 | 0
Brc1ccc(NC(c2ccccc2)c2ccncc2)cc1 (centres undefined) | 16 | -2 | -4 | 0 | -2 | -11 | 17 | -10 | -4
CCN1C(=O)CSC1=Nc1ccc(C(=O)O)cc1 | -2 | 1 | -2 | 1 | -4 | -12 | 4 | -3 | -1
CN1CCN(C(=O)CCc2ccc(S(=O)(=O)NC3CCCCC3)cc2)CC1 | -5 | 5 | -11 | 2 | -3 | -9 | 8 | -2 | 0
Cc1cc(NC(=O)Cn2nnc(-c3ccccc3NC(=O)c3ccccc3F)n2)no1 | -2 | 5 | -1 | 2 | 0 | -13 | 8 | -9 | -3
CCN(CC(=O)Nc1ccc2c(c1)OCCO2)C(=O)c1ccc(C(F)(F)F)cc1 | -1 | 1 | -4 | 1 | 3 | 1 | -1 | 2 | 1
CCOC(=O)N1CCC(=NNC(=O)NC2CCCCC2)CC1 | 7 | 0 | 0 | 1 | 0 | -12 | 8 | -2 | 0
COc1ccc(NC(=O)C2CCCN2S(=O)(=O)c2ccc(Cl)cc2)cc1 (centres undefined) | -1 | -4 | -8 | 1 | 4 | -17 | 13 | -3 | -3
Fc1ccccc1NC(=S)N1CCN(Cc2ccc3c(c2)OCO3)CC1 | 9 | 3 | -2 | 0 | 7 | -16 | 11 | 0 | -5
O=C(Cn1cnc2c(nnn2Cc2ccccc2F)c1=O)NCc1ccco1 | -9 | 14 | -4 | 1 | 5 | -6 | 4 | 4 | 2
CSc1ccccc1OCc1cc(C(=O)N(C)Cc2cnccn2)no1 | -4 | 0 | -1 | 2 | 1 | 2 | -1 | 6 | -1
CC(C)=CCN1CCN(Cc2cccc3nonc23)CC1CCO (centres undefined) | 0 | 3 | -13 | 1 | 5 | -2 | 9 | 0 | -3
Cc1c(Cl)cccc1NC(=S)NCCC(c1ccccc1)c1ccccc1 | -7 | 3 | -5 | 6 | 8 | -7 | 2 | -2 | -6
CN1CCC(OC(c2ccccc2)c2ccc(Cl)cc2)C1 (centres undefined) | -41 | 11 | -1 | 5 | 89* | 100* | -31 | 58* | -10
O=C(C[C@H]1C[C@@H]2c3cc(NC(=O)c4ccc5c(c4)OCO5)ccc3O[C@@H]2[C@H](CO)O1)NCc1cc(F)ccc1F | -7 | 0 | -4 | 1 | 8 | 20 | -12 | -1 | 2
COC(=O)c1ccccc1-c1ccc(/C=C2\C(=O)N(c3ccccc3)N=C2c2ccccc2)o1 | -3 | 3 | -2 | 1 | 6 | -29 | 6 | -5 | -2
COc1ccc(Cc2nnc(NC(C)=O)s2)cc1 | 11 | 14 | -4 | 1 | -11 | -8 | 12 | 3 | 3
CCOC(=O)C1=C(C)NC(=O)NC1c1ccoc1 (centres undefined) | 9 | 6 | -4 | 1 | -1 | -27 | 10 | -8 | -4
C=CCN1C(=O)CN=C1Nc1ccc(F)cc1 | -5 | 0 | -4 | 1 | 4 | -1 | -1 | 10 | -2
CCOC(=O)C(=O)Nc1nnc(CCc2ccccc2)s1 | -4 | 3 | -2 | 1 | 1 | -1 | 4 | 9 | -2
CCCCNc1ncnc2c1cnn2-c1ccccc1 | 1 | 5 | -3 | 1 | 0 | 1 | 3 | -8 | -3
CC(C)CNS(=O)(=O)c1ccc(CCC(=O)Nc2ccc3c(c2)OCO3)cc1 | -7 | 12 | -1 | 3 | -9 | -18 | -1 | 2 | -5
O=C(c1cc2ccccc2o1)N1CCOCC1 | 0 | 2 | -4 | 1 | 1 | -16 | 13 | -7 | 4
CCOc1ccc(NC(=O)CCN2CCN(S(=O)(=O)c3ccc(OC)cc3)CC2)cc1 | -5 | 3 | -3 | 5 | -1 | -21 | -2 | -1 | 5
Cn1ncc([N+](=O)[O-])c1C(=O)Nc1ccccc1 | 3 | 8 | 0 | 1 | 3 | -21 | 10 | 4 | 4
FC(F)Oc1ccccc1NC(=S)NCc1ccco1 | -2 | 17 | -7 | 0 | -4 | -6 | 2 | 12 | -5
O=C(Nc1ccccc1)Nc1cccc(-c2nnco2)c1 | 0 | 44* | 2 | 7 | 7 | -16 | 16 | -8 | 2
COc1cc(CNc2ccc(N3CCN(C(C)=O)CC3)cc2)ccc1OCc1ccc(F)cc1 | 2 | 7 | -1 | 0 | 9 | -3 | 20 | 5 | -1
Cc1cc(-c2nnc(CCC(=O)N3CCN(Cc4cccnc4)CC3)o2)c(C)o1 | 6 | 7 | -7 | 1 | -15 | 2 | 2 | 1 | 0
Cc1ccnc2nc(C(=O)NC3CCCc4ccccc43)nn12 (centres undefined) | 3 | 0 | -1 | 3 | 6 | 1 | 3 | -8 | 1
COc1cc(/C=C2\C(=N)N3N=C(S(C)(=O)=O)SC3=NC2=O)ccc1OCCOc1ccc(C)cc1 | 3 | 4 | -3 | 2 | 2 | -15 | 7 | 1 | 0

Printed as active in M4 antag, among the entries above:
canonical_smiles	CHRM5 PAM	M1 ag	M4 ag	CHRM5 antagonist	M1 antag	M1 PAM	M4 antag	M5 ag
CN1CCC(OC(c2ccccc2)c2ccc(Cl)cc2)C1 (centres undefined)	-41	-1	5	89*	100*	-31	58*	-10

Quoted from the listing:
CHRM5 antagonist, COc1cc(CNc2ccc(N3CCN(C(C)=O)CC3)cc2)ccc1OCc1ccc(F)cc1 stands at 9
CHRM5 PAM, CCOC(=O)C(=O)Nc1nnc(CCc2ccccc2)s1 stands at -4
CHRM5 PAM, COc1ccc(Cc2nnc(NC(C)=O)s2)cc1 stands at 11
M1 PAM, COc1cc(/C=C2\C(=N)N3N=C(S(C)(=O)=O)SC3=NC2=O)ccc1OCCOc1ccc(C)cc1 stands at 7

Screens (PubChem)

This is a subset; count on the stated rates, not on these rows.
